# High-throughput results deposited in PubChem by several laboratories.
# TbMetRS inhib: T. brucei MetRS inhibitors, primary screen, biochemical, luminescence. methionyl-tRNA synthetase (Trypanosoma brucei brucei). purified T. brucei MetRS, ATP depletion, Kinase-Glo luminescence. actives 0.4% (n = 360,000). inhibition, % at 11.9 µM;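 active means inhibition above a per-plate cutoff of the control wells' mean inhibition plus 3 SD, cut at about 5.5% in these data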;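 further: 0% = DMSO wells median and 100% = median of wells with control inhibitor compound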
#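 System: purified T. brucei MetRS enzyme / Detection: Kinase-Glo luciferase luminescence reporting remaining unconsumed ATP / Medium: HEPES buffer with MgCl2, KCl, DTT, spermine, BSA, pyrophosphatase / Replication: singlicate, one well per compound / Evaluation: percent inhibition relative to median high and low control wells / Schedule: 2 h aminoacylation at 25 °C after 15 min preincubation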
# bovine MsrA act: bovine MsrA enzyme activators, primary screen, biochemical, absorbance, HTS; actives 0.3% (n = 360,000); purified bovine MsrA, absorbance read-out; activation, % at 10.6 µM; AID 602163, 2012; in the data active means activation above about 7.5%;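 further: 0% = vehicle and 100% = reference activator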
# Neddyl block: inhibitors of cullin neddylation, primary screen, biochemical, TR-FRET, uHTS, NAE and Ubc12. calls only at 25 µM. actives 0.58% (n = 360,000). AID 651699, 2012. NEDD8-conjugating enzyme Ubc12 (Homo sapiens) + NEDD8-activating enzyme E1 regulatory …; in the data active means inhibition above about 36%
# MsrA inhibitor: bovine MsrA enzyme inhibitors, primary screen, biochemical, absorbance, HTS | Methionine sulfoxide reductase A (Bos taurus) | purified bovine MsrA, absorbance read-out | inhibition, % at 15.5 µM | actives 0.75% (n = 360,000); in the data active means inhibition above about 4.5%;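 further: 0% = vehicle wells with enzyme and 100% = reference inhibitor wells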
# CSN deneddyl inh: inhibitors of CSN-mediated cullin deneddylation, primary screen, biochemical, fluorescence polarization, uHTS. Purified CSN, SCF-Nedd8-OG deneddylation. actives 0.38% (n = 360,000). inhibition, % at 12.5 µM;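 active means pattern-corrected inhibition above about 35%, with an unprinted fluorescence ratio check between 0.5 and 1.5, limit read from the data, passing the limit was not always enough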;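 further: 0% = enzyme with substrate and 100% = substrate without enzyme; some results filed as inactive read as strong as hits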
#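 Assay system: purified human Csn5 enzyme expressed in HEK293T cells; measure: % inhibition; also added: SCFSkp2-Nedd8OG substrate at 10 nM final; technique: fluorescence polarization; times: reaction 90 min, room temperature; medium: Tris buffer pH 7.5, NaCl, DTT, Tween-20, trehalose, ovalbumin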
# MLLE-PAM2 inh: inhibitors of PABP1 MLLE–PAM2 peptide binding, primary screen, biochemical, fluorescence polarization, FITC-PAM2, GST-MLLE; inhibition, % at 20 µM; Polyadenylate-binding protein 1 (Homo sapiens), P11940; actives 0.36% (n = 360,000); AID 588489, 2011; in the data active means inhibition above about 35%, passing the limit was not always enough;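 further: plate controls were DMSO wells with GST-MLLE for no effect and wells lacking GST-MLLE protein for full effect; some results filed as inactive read as strong as hits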
# E coli Lon inh: inhibitors of E. coli Lon protease, primary screen, biochemical, fluorescence polarization. P0A9M0. purified E. coli Lon protease. inhibition, % at 7.94 µM. actives 0.42% (n = 360,000). AID 602123, 2011; in the data active means inhibition above about 13%, passing the limit was not always enough;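 further: 0% = enzyme with probe and DMSO and 100% = no enzyme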
# Rin1 Abl inh: inhibitors of Rin1-Abl protein binding, primary screen, biochemical, TR-FRET; inhibition, % at 7.35 µM; actives 0.4% (n = 360,000); Tyrosine-protein kinase ABL1 (Homo sapiens) + Ras and Rab interactor 1 (Homo sapiens), …; in the data active means inhibition above about 5%, passing the limit was not always enough
# FAS TE block: FAS thioesterase domain inhibitors, primary screen, biochemical, fluorescence intensity, uHTS. AID 602261, 2012. Fatty acid synthase (Homo sapiens), P49327. actives 0.67% (n = 360,000). inhibition, % at 15 µM. recombinant FAS-TE, OMFH fluorogenic substrate, fluorescence endpoint;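 active means compounds whose normalised, plate-corrected inhibition of enzyme fluorescence in the single-dose primary screen is 50% or more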;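 further: 0% = DMSO with enzyme and 100% = substrate without enzyme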
# * hit, by the source's call; i = inactive; / = no result given; + = active, no number.
SMILES,TbMetRS inhib,bovine MsrA act,Neddyl block,MsrA inhibitor,CSN deneddyl inh,MLLE-PAM2 inh,E coli Lon inh,Rin1 Abl inh,FAS TE block
COc1cc(Cl)c(C)cc1NC(=O)c1ccc(NS(=O)(=O)c2ccc(F)c(F)c2)cc1,-1.2,-12,/,-0.4,3,0,-3,-1,10
CC(C)(C)c1ccc(OCCC(=O)Nc2cccc(S(=O)(=O)NC3=NCCCCC3)c2)cc1,-0.2,-2,i,-0.9,3,6,-7,-1,23
CCOC(=O)C1CCCN(C(=O)c2ccc3ncsc3c2)C1 (configuration not stated),-0.2,-12,i,-1.0,4,8,-2,1,-11
COC(=O)c1ccc(/C=C/c2ccc3cccc(OC)c3n2)cc1,-0.5,-10,i,3.6,1,2,4,-4,21
O=C(COC(=O)/C=C/c1cccc(Cl)c1)NCCc1ccc(Cl)cc1Cl,-0.1,-3,i,-0.3,-1,-9,-15,1,11
Cc1ccccc1-c1nnn(CC(=O)N2CCN(C(=O)c3ccco3)CC2)n1,-0.6,-1,i,-0.1,-6,-1,-7,0,-9
CC(=O)c1cc(C(c2csc(C(C)=O)c2)c2csc(C(C)=O)c2)cs1,-0.3,0,i,0.2,-1,2,-7,0,6
Cc1noc(C)c1S(=O)(=O)N(C)C[C@H]1Oc2c(NC(=O)C3CCCCC3)cccc2C(=O)N([C@H](C)CO)C[C@@H]1C,-1.9,0,i,0.0,-3,-3,-2,-4,-6
O=C(CCCN1C(=O)c2cccnc2C1=O)N1CC(=O)N(CCc2ccccc2)C(=O)C1,-0.6,-6,i,-0.3,-2,-5,-2,0,-2
COCCCNC(=O)CSc1nc2ccccc2c(=O)n1Cc1ccc2c(c1)OCO2,0.4,-3,i,0.9,-4,0,-2,-5,-5
CCOC(=O)N1CCN(C(=O)CCNS(=O)(=O)c2cc(Br)cnc2N)CC1,-0.6,0,i,1.5,2,-16,6,0,-1
CCc1ccc(NC(=O)CSc2ccc(-c3sc(C)nc3C)nn2)cc1,-0.6,-2,i,-0.5,0,0,3,-7,-4
Cc1ccc(OCCCC(=O)Nc2ccc3c(c2)OCCO3)cc1,-0.3,-2,i,1.0,-1,-69,-2,0,10
Cc1cc(N(C)C)cc(C)[n+]1[O-],-0.6,3,i,0.2,-3,13,1,1,-6
COc1ccc(NC(=O)Nc2cc(F)ccc2C)cc1,0.1,-2,i,-0.5,6,8,-1,2,2
COC(=O)[C@]1(Cc2ccccc2)N[C@H](c2ccc(-c3ccccc3)cc2)[C@@H]2C(=O)N(C)C(=O)[C@@H]21,-0.2,-1,i,2.1,5,8,5,3,56*
COc1ccc(NC(=O)c2cc(C3CCCCN3S(=O)(=O)c3ccccc3)on2)c(C)c1 (configuration not stated),-0.2,0,i,-1.2,12,-8,-11,1,12
Cc1cccc(-c2nc(S(=O)(=O)c3ccccc3)c(N3CCOCC3)o2)c1,0.7,0,i,1.1,2,8,-3,3,9
O=C(c1ccc(S(=O)(=O)NCc2ccco2)cc1)N1CCN(Cc2ccc3c(c2)OCO3)CC1,0.4,-2,i,0.1,7,1,-2,-1,-5
S=C(NCCc1ccccn1)Nc1cccc(Cl)c1,0.4,-3,i,-1.3,-14,2,-8,0,-11
Nc1nc(NCc2ccc(Cl)cc2)nc(NCCO)c1[N+](=O)[O-],0.1,-5,i,4.4,-1,12,1,1,7
O=C(CCCCCl)Nc1c2c(nc3ccccc13)CCC2,0.2,0,i,0.2,0,-4,-11,-1,-3
Cc1ccccc1C(=O)OCCCN=C1NS(=O)(=O)c2ccccc21,-0.2,-2,i,0.5,2,6,-7,0,-9
COc1ccccc1NS(=O)(=O)c1cc(C(=O)NCC(c2ccc(F)cc2)N2CCOCC2)ccc1C (configuration not stated),-0.3,-3,i,-0.9,-6,-3,-11,-1,1
CCCCNC1=NCCS1,0.0,-4,i,0.2,-9,17,3,-2,-5

# Grouped by structure: the compounds so far containing two or more sulfur atoms.
SMILES,TbMetRS inhib,bovine MsrA act,Neddyl block,MsrA inhibitor,CSN deneddyl inh,MLLE-PAM2 inh,E coli Lon inh,Rin1 Abl inh,FAS TE block
CC(=O)c1cc(C(c2csc(C(C)=O)c2)c2csc(C(C)=O)c2)cs1,-0.3,0,i,0.2,-1,2,-7,0,6
CCc1ccc(NC(=O)CSc2ccc(-c3sc(C)nc3C)nn2)cc1,-0.6,-2,i,-0.5,0,0,3,-7,-4

# The list continues:
SMILES,TbMetRS inhib,bovine MsrA act,Neddyl block,MsrA inhibitor,CSN deneddyl inh,MLLE-PAM2 inh,E coli Lon inh,Rin1 Abl inh,FAS TE block
Cc1ccccc1C(=O)NNc1ccc(-c2csnn2)cc1,-0.6,-3,i,1.1,2,6,-6,2,-4
O=C(CCN1C(=O)/C(=C\C=C\c2ccccc2)SC1=S)Nc1cccc(C(=O)O)c1,-0.2,-3,i,0.5,17,-7,-35,0,3
CC(c1ccccc1)n1c(SCC(=O)N2CC(=O)Nc3ccccc32)nc2ccccc2c1=O (configuration not stated),0.8,-2,i,1.0,-5,-54,3,-2,56*
COc1ccccc1CNC(=O)C1CCN(C(=O)c2sccc2-n2cccc2)CC1,-0.7,-4,i,1.1,-3,16,4,2,-5
O=C(NCc1ccccc1)C(=O)NCC1OCCCN1S(=O)(=O)c1cccs1 (configuration not stated),-0.3,-2,i,0.7,6,-5,-7,-5,0
O=C(Cn1nnc(-c2ccncc2)n1)N1CCc2ccccc21,-1.7,-3,i,0.0,7,1,-3,0,-8
Fc1ccccc1-c1nc(NCc2ccco2)c2ccccc2n1,-0.8,-8,i,0.0,-1,-17,-7,4,17
Cc1cccc2cc(CN(CCCO)C(=O)Nc3ccccc3Cl)c(=O)[nH]c12,-0.6,-2,i,0.2,-5,2,-9,2,1
Cc1ccc(CCSc2ccc(F)cc2)cn1,0.0,4,i,-0.8,-3,32,-1,0,5
N#CC(C(=O)NCc1ccccc1)c1nc2ccccc2nc1N1CCCC1 (configuration not stated),-0.9,-6,/,-0.2,-82,27,-7,3,-185
Cc1cccc(NC(=S)NNC(=O)c2cccc([N+](=O)[O-])c2)c1,0.0,-5,i,1.7,-1,18,13,-1,20
NC(N)=NS(=O)(=O)c1ccc(NC(=S)NC(=O)/C=C/c2ccccc2)cc1,0.1,-1,i,2.3,-3,30,-2,-3,-2
CCS(=O)(=O)C1=NN2C(=N)/C(=C\c3ccc(SCc4ccco4)o3)C(=O)N=C2S1,0.1,-4,i,1.2,116*,-120,-146,1,-3
O=C(COC(=O)/C=C/c1cccc(C(F)(F)F)c1)NC1CCS(=O)(=O)C1 (configuration not stated),-0.3,-5,i,1.8,-2,8,-4,5,-8
COC(=O)[C@]1(C)N[C@H](CN(C)C(=O)c2ccccc2)[C@@H]2C(=O)N(Cc3ccccc3)C(=O)[C@@H]21,-1.6,-3,i,-0.3,-2,-8,-1,-4,-8
COc1ccccc1[C@@H]1C(c2cccc(Cl)c2)=NN(c2ccc(Br)cc2)[C@H]1C(=O)N1CCOC1=O,-0.3,-3,i,0.6,-4,-3,1,-1,22
COc1ccc(S(=O)(=O)NC(C)(C)C)cc1-c1nnc2c3ccccc3c(C)nn12,0.0,0,i,0.0,0,15,0,6,-2
Cc1cc(NC(=O)CCC(=O)N(c2ccccc2)C(C(=O)NC(C)(C)C)c2ccccc2Cl)no1 (configuration not stated),0.6,-1,i,0.7,3,7,-9,-10,-1
CC(c1ccccc1)N(CC(=O)NC1CCCCC1)S(=O)(=O)c1cccc(C(F)(F)F)c1 (configuration not stated),-1.4,-2,i,1.5,1,-3,-3,-2,28
COC(=O)Cc1cc(=O)n(-c2ccccc2)[nH]1,-0.8,-7,i,0.0,0,4,0,0,-6
O=C(O)c1cnc2[nH]c3ccccc3n2c1=O,-0.6,-7,/,1.9,-1,-19,3,1,-6
N#C/C(=C\c1ccc(-c2ccc(S(=O)(=O)N3CCOCC3)cc2)o1)C(=O)NC1CC1,-0.1,-2,i,0.6,0,-17,-5,-6,26
Cc1nn(C)c(Oc2ccc(Cl)cc2)c1C(=O)Nc1ccc(F)cc1F,-0.1,0,i,0.4,2,-8,3,-1,13
Cc1nnc(NC(=O)COc2ccccc2)s1,0.6,0,i,-0.3,-1,-2,0,2,-2
CC(C)(C)OC(=O)CNC(=O)c1[nH]cnc1C(=O)NCCCCCNC(=O)OC(C)(C)C,-0.3,1,i,2.8,3,-6,-1,1,-4
# (more compounds)
SMILES,TbMetRS inhib,bovine MsrA act,Neddyl block,MsrA inhibitor,CSN deneddyl inh,MLLE-PAM2 inh,E coli Lon inh,Rin1 Abl inh,FAS TE block
COc1cc2c(cc1OC)C(c1cc(Br)ccc1O)N(C(C)=O)CC2 (configuration not stated),-0.2,-3,i,0.1,0,2,7,1,-5
COc1ccc(Nc2nnc(SCC(=O)N3CCCC3)s2)cc1,-0.2,-4,i,0.8,-1,-51,-7,2,-6
C=CCNC(=S)/N=c1/ccccn1CCC,0.2,-4,+,0.4,2,27,0,1,-3
COc1ccc(C(=O)NC(=O)Nc2cc(C)ccn2)cc1,-0.3,-7,i,0.0,2,0,2,-2,-5
COc1ccc(OCC2CCCN(Cc3nc(CC4CC4)no3)C2)cc1 (configuration not stated),-0.7,-5,i,-0.2,-1,3,19,5,0
Cc1cccc(OC(=O)n2c(=S)oc3cc(Cl)ccc32)c1,-0.3,9.8*,i,-0.2,3,-75,5,-6,2
COc1cc(-c2[nH]ncc2CN(C)Cc2cc(C)[nH]n2)cc(OC)c1OC,-0.8,-2,i,-0.3,-7,0,5,1,-5
CCOC(=O)C1CCCN(C(=O)c2sc3nc4n(c(=O)c3c2C)CCC4)C1 (configuration not stated),-0.2,-5,i,0.0,-4,-3,-2,1,-6
O=C1C=C(c2ccc3[nH]ccc3c2)C[C@@H](c2ccc(Cl)cc2)C1,-0.5,-4,i,3.2,2,0,16,-1,23
Cc1cc2nccc(-c3ccc(Cl)c([N+](=O)[O-])c3)n2n1,-0.7,-6,i,0.8,8,4,3,-2,8
COc1ccccc1CNC(=O)C1CCN(S(C)(=O)=O)CC1,-0.2,1,i,0.1,0,12,-9,4,-8
CCOc1ccc(NS(=O)(=O)c2ccc(OC)c(NC(=O)c3ccc4c(c3)OCCO4)c2)cc1,-0.8,-4,i,1.4,-1,-10,3,0,29
CC(C)OCCCNC(=O)C1CCN(S(=O)(=O)N2CCCCC2)CC1,-0.8,-2,i,-0.5,4,13,-8,4,-6
COCCn1cc(C(=O)N2CCC(C)CC2)c2c3ccccc3n(C)c2c1=O,-0.5,-2,/,0.8,-1,8,-8,2,-3
CC(=O)c1ccc(N2CCN(C(=O)c3cc(C)on3)CC2)cc1,-0.6,-8,i,2.2,1,6,1,2,1

# Only MLLE-PAM2 inh, for some of the entries so far:
SMILES,MLLE-PAM2 inh
CCOc1ccc(NS(=O)(=O)c2ccc(OC)c(NC(=O)c3ccc4c(c3)OCCO4)c2)cc1,-10
COc1cc(-c2[nH]ncc2CN(C)Cc2cc(C)[nH]n2)cc(OC)c1OC,0
CCOC(=O)C1CCCN(C(=O)c2sc3nc4n(c(=O)c3c2C)CCC4)C1 (configuration not stated),-3
